Screening results deposited in PubChem by National Center for Advancing Translational Sciences (NCATS).
D2 antagonist – antagonizes the human D2 dopamine receptor. 2% of 340,000 active. P14416. inhibition, % at 10 µM. HEK293 TREx D2 cells, calcium flux, dopamine EC80; in the data active = inhibition above about 30%; also: 0% is about no effect
Target sequence (P14416 whole entry, looked up): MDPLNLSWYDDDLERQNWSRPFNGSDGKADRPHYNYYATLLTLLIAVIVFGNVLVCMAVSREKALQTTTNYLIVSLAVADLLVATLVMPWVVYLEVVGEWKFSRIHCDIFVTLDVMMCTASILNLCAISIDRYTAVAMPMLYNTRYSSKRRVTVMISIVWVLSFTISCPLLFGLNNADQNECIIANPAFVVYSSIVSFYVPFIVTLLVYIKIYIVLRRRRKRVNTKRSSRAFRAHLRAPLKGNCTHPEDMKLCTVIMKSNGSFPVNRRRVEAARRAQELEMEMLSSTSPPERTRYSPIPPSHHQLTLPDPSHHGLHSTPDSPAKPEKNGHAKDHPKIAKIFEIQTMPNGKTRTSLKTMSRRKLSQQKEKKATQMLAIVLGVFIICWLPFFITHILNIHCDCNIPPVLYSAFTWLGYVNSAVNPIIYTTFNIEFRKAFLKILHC
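Inhibition of EC80 dopamine-driven calcium flux, recorded kinetically, defines activity here; cells are a tetracycline-induced HEK293 T-REx line expressing force-coupled D2.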
TRHR PAM – allosterically enhances the human TRH receptor. P34981. AID 493056. TRHR cells, fluo-8 calcium fluorescence, EC20 TRH enhancement. enhancement, % at 2 µM. 0.66% of 360,000 active; in the data active = enhancement above about 30%; also: 0% is about no effect
Target sequence (P34981 whole entry, looked up): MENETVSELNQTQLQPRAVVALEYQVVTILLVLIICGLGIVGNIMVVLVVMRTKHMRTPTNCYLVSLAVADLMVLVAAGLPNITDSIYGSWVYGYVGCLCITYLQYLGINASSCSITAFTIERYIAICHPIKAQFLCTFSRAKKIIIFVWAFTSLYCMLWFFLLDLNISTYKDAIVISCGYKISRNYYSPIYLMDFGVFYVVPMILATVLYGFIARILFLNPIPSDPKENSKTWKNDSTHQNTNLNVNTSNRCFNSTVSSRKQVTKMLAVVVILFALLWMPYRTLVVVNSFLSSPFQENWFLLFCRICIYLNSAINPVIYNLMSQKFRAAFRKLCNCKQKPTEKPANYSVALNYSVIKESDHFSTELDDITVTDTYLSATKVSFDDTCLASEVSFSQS
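Enhancer read-out: after compound pinning and an initial kinetic agonist-mode read, an EC20 of TRH (10 nM final) was injected and fluo-8 calcium signal (Ex 480/Em 530) followed at 1 s/cycle for 100 cycles in TRHR-expressing cells.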
RXFP1 antagonist – antagonists of human relaxin receptor RXFP1; Q9HBX9; HEK293-RXFP1, relaxin-stimulated cAMP HTRF, 30 min; active compounds read low; activity change, negative = inhibition, % at 57.5 µM; 0.59% of 350,000 active; AID 1259400;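 active = activity change of -60% or lower, but not beyond a set lower limit; inconclusive = change between -60% and -40%, or beyond the set limit; inactive = change above -40%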; also: % is scaled to controls: 0 for no effect and ±100 for the full control effect
D1 agonist – human D1 receptor agonism | P21728 | HEK293 T-REx D1 cells, calcium flux, agonist mode | activation, % at 2 µM | 1% of 360,000 active | AID 504660; also: 0% is about no effect
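Tetracycline-induced HEK293 TREx D1 cells, force-coupled to calcium signalling, were dye-loaded with a no-wash calcium kit. Compound was pin-added after a 10 s baseline. Fluorescence was read kinetically at 1 cycle/s for 180 s, with calcium rises flagged as agonism.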
D2 potentiator – positively modulates the human D2 dopamine receptor allosterically | P14416 | HEK293 T-REx D2, calcium flux, EC20 dopamine potentiation | potentiation, % at 10 µM | 0.34% of 340,000 active | AID 485347;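 active = potentiation over 3 SD above the plate norm, cut at about 30% in these data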; also: 0% is about no effect
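Cells plated with tetracycline inducer and held overnight at 30 C; calcium dye loaded 30–90 min at room temperature; baseline taken, compound added and read 180 s; EC20 dopamine then added and read 180 s.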
D1 PAM – enhances dopamine response at the human D1 receptor; potentiation, % at 10 µM; 0.036% of 360,000 active; HEK293 TREx D1 cells, calcium flux, dopamine EC20 potentiation; AID 504651; in the data active = potentiation above about 30%; also: 0% is about no effect
TRHR agonist – agonists of human TRH receptor; P34981; TRHR cells, calcium flux fluo-8, FDSS agonist mode; activation, % at 2 µM; 0.18% of 360,000 active; also: 0% is about no effect
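TRHR-expressing cells loaded with fluo-8 calcium dye; 23 nL library compound pin-transferred, kinetic FDSS fluorescence (Ex 480/Em 530) recorded about 180 s for agonist-induced calcium release, before a 10 nM TRH EC20 addition for potentiator mode.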
D2 ag – D2 dopamine receptor (human) agonism. 0.53% of 340,000 active. activation, % at 2 µM. P14416. AID 485358. HEK293 T-REx D2 cells, calcium flux agonist mode;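 active = activation over 3 SD above normal in the single-dose calcium agonist read, cut at about 30% in these data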; also: 0% is about no effect
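Agonism is scored from calcium flux in a force-coupled, inducible HEK293 cell line expressing D2, read kinetically for 180 s after compound addition against dopamine controls.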
D1 antag – antagonists of human D1 dopamine receptor; HEK293 TREx D1 cells, calcium flux, dopamine EC80; active compounds read low; activity change, negative = inhibition, % at 10 µM; 3.2% of 360,000 active; AID 504652; in the data active = activity change below about -30%; also: % is scaled to controls: 0 for no effect and ±100 for the full control effect
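Inducible Hek293 Trex D1 cells (tetracycline, overnight, 30 C). Calcium dye 30–90 min RT. Antagonist mode: EC80 dopamine added after 180 s compound read.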
An asterisk follows results filed as active; ? = inconclusive; . = no result given. Rule as the data show it, unless noted: active = activation above about 30%; inactive = the rest.

nr	SMILES	D2 antagonist	TRHR PAM	RXFP1 antagonist	D1 agonist	D2 potentiator	D1 PAM	TRHR agonist	D2 ag	D1 antag
1	COc1ccc(/C=C(/NC(=O)c2cccs2)C(=O)N2CCOCC2)cc1OC	14	8	-6	0	-3	-2	0.9	0.0	-5
2	O=C1CCC(C(=O)N2CCCC(C(=O)c3ccc4ccccc4c3)C2)=NN1 (centres undefined)	-10	-3	-21	2	-10	-5	1.6	0.1	-17
3	C[C@@H](CN1C(=O)C(=O)NC[C@@H]1C)NC(=O)CC12CC3CC(CC(C3)C1)C2	-13	1	.	-1	-9	0	0.2	0.3	-2
4	CN1CCN(S(=O)(=O)c2ccc(NC(=O)c3ccc(F)cc3Cl)cc2)CC1	-1	7	4	6	2	-6	0.6	0.5	-8
5	CCOc1ccc(NC(=O)CSc2nnc(N)s2)c([N+](=O)[O-])c1	-3	0	-9	0	-8	-6	-0.2	0.3	-30
6	COC(=O)c1cc(C)nc2c1C(=O)C(=O)C=C2N1CCOCC1	-9	0	12	1	19	-8	-0.1	0.5	-5
7	COc1ccc(Cn2ccnc2SCC(=O)Nc2cc(C(F)(F)F)ccc2Cl)cc1	.	1	-2	9	11	-3	1.2	1.1	-16
8	O=C(Nc1ccccc1C(=O)N1CCOCC1)c1cc2ccccc2o1	0	-1	-4	4	1	-2	-0.9	0.2	-3
9	COc1ccc(OCC(O)CN(CC(O)COc2ccc(OC)cc2)c2cccc(O)c2)cc1 (centres undefined)	14	-1	-8	6	4	0	0.1	0.6	3
10	O=C(CSc1ccsc1[N+](=O)[O-])Nc1cccc(F)c1	-24	-5	9	6	-15	-5	-0.5	-0.7	-12
11	O=C(NCc1ccco1)C1CCCN(c2ncnc3c2nc2n3CCCCC2)C1 (centres undefined)	-6	8	4	1	10	0	-0.5	0.5	10
12	CN1/C(=C\C=C(C#N)C#N)C(C)(C)c2ccccc21	24	4	16	6	2	-9	5.2	5.5	-16
13	Cc1ccc(C)c(Nc2nn3c(=O)c4ccc(C(=O)N(C)Cc5ccccc5)cc4nc3s2)c1	.	-2	-17	-1	4	-3	-0.4	0.2	-26
14	O=C1CCCc2ccccc2N1Cc1ccccc1Cl	6	-12	9	3	9	-2	8.3	0.5	-35*
15	COC(=O)C1CCN(S(=O)(=O)c2cc3c4c(c2)CC(=O)N4CCC3)CC1	.	-3	-18	-1	-3	-2	0.2	1.3	.
16	O=C(Cc1ccccc1)NCC(=O)OCC(=O)c1ccc(F)cc1	8	0	9	4	4	-4	-0.3	0.9	-14
17	COc1ccc(-c2nnc(SCC(=O)NNC(=O)Cc3ccccc3)n2C)cc1OC	5	1	0	0	7	-5	2.0	0.8	-2
18	c1cnc(N2CCN(c3ncc4c(n3)CCNC4)CC2)nc1	.	-3	-1	8	.	-1	-1.1	-1.1	21
19	Cc1oc(-c2ccc(Cl)cc2)cc1C(=O)NC1CCN(Cc2ccccc2)CC1	58*	3	-13	3	-16	-6	0.1	0.8	-13
20	Cc1cc(C)c(S(=O)(=O)N2CCCC(C(=O)NC3CC3)C2)c(C)c1 (centres undefined)	-1	2	-14	1	3	3	0.3	1.2	-7
21	CC#CCOC(=O)c1c(C)nc2sc3c(c2c1N)CCC(O)C3 (centres undefined)	4	-6	.	3	-9	-6	0.3	0.8	-5
22	CCCCn1c(SCC(=O)Nc2cccc(C)n2)nnc1-c1ccco1	-9	8	11	3	6	-7	-1.3	-1.7	-1
23	C/C(=C\C(=O)Nc1cc(C)on1)c1ccccc1	.	-4	-13	4	.	-3	0.1	.	-2
24	COc1ccc(CCNCC(C)c2ccccc2)cc1 (centres undefined)	1	-3	-12	2	-18	-5	0.4	2.1	-14
25	O=C(O)C1CCN(C(=O)OCc2ccccc2)CC1	-6	-6	-1	4	-10	5	0.0	-0.3	-17
26	Cc1ccc(NC(=O)C2CCCN(S(=O)(=O)c3ccc(C)cc3)C2)cc1 (centres undefined)	.	1	-31	-1	0	3	-0.2	-1.5	7
27	COc1cccc(CN(C)C(=O)c2ccc(OCC(=O)Nc3cccc(C(F)(F)F)c3)c(OC)c2)c1	-4	7	-15	11	-4	-2	2.5	1.3	-15
28	Cc1ccc(C)c(NC(=O)CN(C)C(=O)CCN2C(=O)c3ccccc3C2=O)c1	11	2	2	3	-12	-4	-0.2	0.3	-11
29	c1ccc(-c2nnc(CN3CCCCC3)o2)cc1	4	0	10	1	-3	-1	0.8	2.2	-2
30	CCSc1nsc(NC(=O)Nc2cccc(C(C)=O)c2)n1	6	0	-1	29	-4	-6	2.5	2.0	-35*
31	CNC(=O)COC(=O)c1ccc(OCC(=O)Nc2ccccc2OC)c(OC)c1	.	0	?	1	6	2	1.1	.	3
32	CC(=O)NCc1cccc(CNC(C)=O)n1	-18	-2	4	-1	-14	7	1.3	0.0	21
33	COc1ccc(/C=N/NC(=O)c2ccc(O)cc2)cc1CN1CCCc2ccccc21	.	21	-7	2	16	1	-0.1	.	1
34	Cc1cc(=O)oc2cc(NC(=O)c3cccc(F)c3)ccc12	26	-1	1	1	-6	2	-0.2	0.5	-1
35	O=C(NCc1nnc2c3ccccc3c(-c3ccccc3)nn12)c1ccccc1Cl	-4	-3	-4	-1	8	-1	-0.5	0.1	14
36	O=S(=O)(c1ccccc1C(F)(F)F)N1C=CC(C(F)(F)F)=NCC1	.	0	2	3	0	-10	-0.8	.	-28
37	O=C(N1CCCC1)n1c(Cc2ccccc2)nc2ccccc21	-1	-8	-1	1	-13	3	0.0	-0.3	-2
38	CCOC(=O)c1ccccc1NC(=O)n1ncc2cc(Cl)ccc21	.	-3	6	2	2	3	0.0	0.5	-21
39	Cn1nnc(NC(=S)NC(=O)/C=C/c2ccco2)n1	5	9	2	28	16	-6	-1.8	-1.0	7
40	CCN(CC)CCN1C(=O)C(=O)/C(=C(/O)c2ccc(OC(C)C)cc2)C1c1cccs1 (centres undefined)	18	9	9	1	9	-8	0.6	0.2	-4

Record cards (already shown).
`c1ccc(-c2nnc(CN3CCCCC3)o2)cc1` is listed as D2 antagonist: 4; TRHR PAM: 0; RXFP1 antagonist: 10; D1 agonist: 1; D2 potentiator: -3; D1 PAM: -1; TRHR agonist: 0.8; D2 ag: 2.2; D1 antag: -2
`O=C(N1CCCC1)n1c(Cc2ccccc2)nc2ccccc21` is listed as D2 antagonist: -1; TRHR PAM: -8; RXFP1 antagonist: -1; D1 agonist: 1; D2 potentiator: -13; D1 PAM: 3; TRHR agonist: 0.0; D2 ag: -0.3; D1 antag: -2

More entries:
nr	SMILES	D2 antagonist	TRHR PAM	RXFP1 antagonist	D1 agonist	D2 potentiator	D1 PAM	TRHR agonist	D2 ag	D1 antag
41	O=C(Nc1ccccc1[N+](=O)[O-])C1COc2ccccc2O1 (centres undefined)	0	-5	-9	1	9	0	-0.8	0.6	8
42	Cc1ccc(C(=O)N/C(=C/c2ccc(Cl)cc2)C(=O)NCC2CCCO2)cc1 (centres undefined)	1	6	8	3	-5	-6	0.0	-0.9	4
43	CC(=O)Cc1nsc(NC(=O)c2ccc(-c3cc(Cl)ccc3Cl)o2)n1	-10	-9	7	6	9	9	-0.6	-0.3	-13
44	CC(C)(C)C(=O)Cn1c(=O)n(CC2CCCO2)c(=O)c2ccccc21 (centres undefined)	2	2	-5	1	11	1	0.3	0.0	3
45	CCC(=O)c1cc2c(C)cc(=O)oc2c(C)c1O	-1	-5	-8	2	1	-4	0.1	-0.7	8
46	COc1ccc(N2CC(NC(=O)c3cccs3)CC2=O)cc1 (centres undefined)	.	-2	0	2	-8	-3	0.2	0.7	.
47	O=C1c2ccccc2OCOc2ccccc21	-4	1	8	2	12	-7	-0.3	-0.3	6
48	CCOC(=O)c1cnc2c(Cl)cccc2c1NCCCN1CCOCC1	.	-1	5	7	.	2	-0.1	.	-5
49	CCCCNC(=S)N(C)/N=C/c1ccccc1F	7	-10	13	8	0	-4	0.0	-0.9	-14
50	COc1ccc(NC(=O)CN(C)C(=O)CCNC(=O)c2ccccc2OC)cc1	.	-9	-16	-2	.	-1	0.2	.	31
51	CCc1cccc(NC(=O)C2CCN(S(=O)(=O)c3cccs3)CC2)c1	5	-2	-14	3	-12	-9	-1.2	-0.1	-22
52	COc1cc2nc(CN3CCN(S(=O)(=O)c4c(F)cccc4F)CC3)[nH]c(=O)c2cc1OC	10	-2	-8	5	-7	.	0.0	0.4	-32*
53	O=S(=O)(c1ccccc1)N1CCc2ccccc2C1	2	2	12	3	5	-3	-0.2	0.0	-4
54	Cc1nc(SCC(=O)Nc2ccc(Br)cc2)[nH]c(=O)c1Cc1ccccc1	.	-7	.	10	-5	-2	0.2	-0.7	-16
55	Cc1cc(C)cc(NC(=O)C(Sc2ncnc3ccccc23)c2ccccc2)c1 (centres undefined)	0	5	.	6	-3	-7	0.7	-0.1	-8
56	O=c1c2nncn2c2cccnc2n1CCNc1ncc(C(F)(F)F)cc1Cl	2	-1	-18	1	-3	3	1.3	2.2	-8
57	Cc1cc(=O)n2nc(N3CCCC3C(=O)Nc3cccc(F)c3)sc2n1 (centres undefined)	8	9	0	0	4	-10	0.2	-0.2	-10
58	O=C(Nc1cc(Sc2nc3ccccc3s2)cc([N+](=O)[O-])c1)c1cccc(F)c1F	-16	6	-4	5	4	-6	0.5	-0.2	-12
59	CSc1nnc(-c2ccccc2Cl)n1N	-15	1	-9	1	1	2	0.3	0.4	-26
60	Cc1cc(=O)oc2cc(OCC(=O)Nc3c(C)n(C)n(-c4ccccc4)c3=O)c(Cl)cc12	1	-4	-8	3	5	10	0.0	-0.6	-11
61	CCOC(=O)c1sc(NC(=O)CSc2ncn(-c3ccccc3)n2)nc1C	9	-5	7	4	3	-2	-1.0	-0.2	-8
62	COc1ccc(OC)c(CNCc2c(C(=O)O)n(Cc3ccccc3)c3cc(OC)ccc23)c1	.	2	.	0	-4	6	0.2	-0.2	1
63	CC1CCCCN1C(C(=O)O)c1ccccc1 (centres undefined)	-1	2	4	1	-1	2	0.9	0.5	13
64	Cc1cccc(OCCCC(=O)Nc2ccc(N3CCCCC3)cc2)c1	-6	-5	-5	16	-2	2	0.3	-0.6	-2
65	O=C(Nc1nc(-c2ccccn2)cs1)c1ccc2c(c1)OCCO2	.	-2	.	1	-1	-7	-0.6	.	7
66	CCC(=O)N1CCc2cc(S(=O)(=O)NC(C(=O)NCCc3ccc(C)cc3)C(C)C)ccc21 (centres undefined)	.	18	9	-2	3	1	-1.0	-0.1	14
67	COc1cc(C2C(Oc3ccccc3C)C(=O)N2Cc2ccc(F)cc2)cc(OC)c1OC (centres undefined)	-1	-7	-3	10	-1	-9	0.8	0.7	-21
68	COc1ccc(N(CC(=O)N2c3ccccc3CC2C)S(=O)(=O)c2c(C)noc2C)cc1 (centres undefined)	6	-3	-3	0	-8	-2	0.2	-0.9	7
69	O=C(CCCC(=O)N(CC(=O)NC1CCCCC1)c1cccc(F)c1)Nc1ccccn1	20	6	15	1	6	12	-0.3	-0.6	-1
